Screens deposited in PubChem by several laboratories.
MDM2 E3 inh – MDM2-luciferase reporter signal enhancers, primary screen, MDM2 E3 ligase inhibitor project, cell-based, luminescence, 1536-well. E3 ubiquitin-protein ligase Mdm2 (Homo sapiens), Q00987. 210,000 compounds, 0.11% hits. cell-based MDM2 ubiquitination luciferase reporter, 2 h; 0 = plate control, 100 = twice control, blank-subtracted. signal enhancement, % at 5 µM. AID 1230, 2008;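 active means signal enhancement of 30% or more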;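 further: luminescence tracks abundance of the self-degrading MDM2-luciferase fusion protein; higher signal means inhibition of MDM2 E3 ligase activity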
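Assay system: mammalian cells stably expressing self-ubiquitinating, self-degrading MDM2 E3–luciferase fusion. Quantity: 2000 cells in each well. Medium: DMEM culture medium. Compound dosing: single-point 5 µM. Timing: cell settling 4 h, compound treatment 2 h, both 37 °C. Technique: luciferase luminescence. Read-out basis: percent signal gain over controls, blank-subtracted. Benchmarks: plate controls and plate blanks.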
Tb hexokinase – Trypanosoma brucei hexokinase 1 inhibitors, primary screen, biochemical, G6PDH-coupled NADH absorbance, MLSCN library; recombinant TbHK1, G6PDH-coupled NADH A340; inhibition, % at 10 µM; 220,000 compounds, 0.11% hits; hexokinase 1 [Trypanosoma brucei];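 active means inhibition of 50% or more in the single-dose primary screen; inactive means inhibition below 50%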
Hck Nef HTS – inhibitors of Nef-activated human Hck kinase, primary screen, biochemical, Z-Lyte FRET, 384-well, Hck-YEEI; Tyrosine-protein kinase HCK (Homo sapiens), P08631; 220,000 compounds, 0.68% hits; Recombinant Hck-YEEI plus Nef, Z-Lyte FRET kinase assay; inhibition, % at 20 µM;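 active means Hck-Nef kinase inhibition above about 50%, limit read from the data; inactive means inhibition below that limit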;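 further: 0% = DMSO with Hck plus Nef and 100% = Hck alone without Nef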
14-3-3 Bad PPI – inhibitors of 14-3-3 zeta/Bad binding, primary screen, biochemical, TR-FRET, bovine 14-3-3 zeta; 14-3-3 protein zeta/delta (Bos taurus), P63103; TR-FRET 14-3-3zeta/Dy647-pBad peptide displacement, 1 h; AID 781, 2007; 220,000 compounds, 0.71% hits; inhibition, % at 21.7 µM;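 active means inhibition above about 70%, limit read from the data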;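 further: 0% = full 14-3-3 plus peptide FRET controls and 100% = background without 14-3-3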
Target sequence (P63103 whole entry, looked up): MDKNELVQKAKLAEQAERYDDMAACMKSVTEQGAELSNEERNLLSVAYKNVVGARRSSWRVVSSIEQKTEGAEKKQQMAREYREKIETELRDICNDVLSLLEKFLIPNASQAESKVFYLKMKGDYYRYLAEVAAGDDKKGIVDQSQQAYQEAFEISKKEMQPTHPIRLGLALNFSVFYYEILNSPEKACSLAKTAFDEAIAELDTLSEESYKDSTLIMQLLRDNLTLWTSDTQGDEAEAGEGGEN
L929 necroptosis – inhibitors of zVAD-triggered necroptosis, primary screen, L929 cells; L929 zVAD necroptosis rescue, ATP luminescence, 24 h; with zVAD 60 µM; viability rescue, % at 10 µM; 220,000 compounds, 0.38% hits; AID 1377, 2008;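 active means activation, scaled between plate controls, above about 75%, limit read from the data; inactive means activation under that limit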;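 further: 0% = zVAD with DMSO and 100% = DMSO alone without zVAD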
NCF1 inh – p47phox/p22phox peptide binding inhibitors, primary screen, biochemical, uHTS, NADPH oxidase regulatory subunit | Neutrophil cytosol factor 1 (Homo sapiens), P14598 | fluorescence polarization, 2 h | inhibition, % at 24.7 µM | 220,000 compounds, 0.53% hits | AID 1274, 2008;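 active means inhibition above about 30%, limit read from the data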;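 further: 0% = p47phox with labelled peptide and 100% = labelled peptide alone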
Runt-CBFb FRET – inhibitors of RUNX1 Runt–CBFb binding, primary screen, biochemical, FRET, Cerulean-Runt, Venus-CBFb, uHTS | Cerulean-Runt/Venus-CBFb FRET ratio 530/480, 1 h | inhibition, % at 20 µM | 220,000 compounds, 0.46% hits;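 active means inhibition over about 50% at 20 µM in the single-dose screen, limit read from the data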;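 further: 0% = DMSO wells and 100% = excess unlabeled CBFb competitor control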
Target sequence (Q01196 whole entry, looked up): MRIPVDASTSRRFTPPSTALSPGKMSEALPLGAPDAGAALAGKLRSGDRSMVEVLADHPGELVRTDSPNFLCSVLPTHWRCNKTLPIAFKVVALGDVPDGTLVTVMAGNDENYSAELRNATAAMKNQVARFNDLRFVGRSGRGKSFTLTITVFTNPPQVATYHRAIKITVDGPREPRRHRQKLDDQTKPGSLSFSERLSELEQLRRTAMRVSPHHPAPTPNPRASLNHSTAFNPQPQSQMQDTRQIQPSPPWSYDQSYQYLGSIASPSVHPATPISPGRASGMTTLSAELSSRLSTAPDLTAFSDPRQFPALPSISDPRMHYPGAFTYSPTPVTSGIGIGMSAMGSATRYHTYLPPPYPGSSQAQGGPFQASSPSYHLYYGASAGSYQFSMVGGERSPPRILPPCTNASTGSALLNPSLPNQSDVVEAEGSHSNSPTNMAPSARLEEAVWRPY
Target sequence (Q13951 whole entry, looked up): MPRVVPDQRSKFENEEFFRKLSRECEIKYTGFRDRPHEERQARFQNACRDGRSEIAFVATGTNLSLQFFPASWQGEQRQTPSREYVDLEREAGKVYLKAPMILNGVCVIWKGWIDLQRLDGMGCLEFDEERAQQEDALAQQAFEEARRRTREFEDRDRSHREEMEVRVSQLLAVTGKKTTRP
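Assay system: Cerulean-Runt domain fusion protein, energy donor; Signal: fluorescence energy transfer, 422 nm excitation, 530/480 nm emission; Timing: 1 h compound exposure, room temperature; Control set: unlabeled CBFb; Medium: Tris buffer pH 7.5 with salts and BSA; Compound: single test concentration of 20 µM, 1% DMSO final; Probe or stimulus: Venus-CBFb 100 nM.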
Runt-SMMHC FRET – inhibitors of RUNX1 Runt–CBFb-SMMHC binding, primary screen, biochemical, FRET, Cerulean-Runt, Venus-CBFb-SMMHC, uHTS | Runt-related transcription factor 1 (Homo sapiens) + Core-binding factor subunit beta … | Cerulean-Runt/Venus-CBFb-SMMHC FRET ratio 530/480, 1 h | inhibition, % at 20 µM | 220,000 compounds, 0.74% hits;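 active means mean inhibition across duplicate retests at 20 µM reaching about 50%, limit read from the data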;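 further: 0% = DMSO wells and 100% = wells with excess untagged CBFb-SMMHC; inhibitors lower the FRET ratio by blocking Runt binding to CBFb-SMMHC; some results filed as inactive read as strong as hits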
EBV gp42 inh – Epstein-Barr virus gp42 inhibitors, primary screen, biochemical, uHTS, fluorescence polarization | AID 1085, 2008 | Fluorescence polarization binding assay, mP read-out | 220,000 compounds, 0.42% hits | inhibition, % (tested at 21.74 µM); in the data active means inhibition above about 50%
Active calls of the source: *; . = not tested or not shown; [ ] = dose if it differs, or a comment.

Field names – A = MDM2 E3 inh; B = Tb hexokinase; C = Hck Nef HTS; D = 14-3-3 Bad PPI; E = L929 necroptosis; F = NCF1 inh; G = Runt-CBFb FRET; H = Runt-SMMHC FRET; I = EBV gp42 inh
CC1CN(CCCOc2ccccc2-c2ccccc2)CC(C)O1 (configuration not stated)
  A: -2 | B: -5 | C: -2 | D: 44 | E: 0.9 | F: -3 | G: -4 | H: -4 | I: 7
Cc1ccc(-c2noc(CSc3nnnn3C3CCCCC3)n2)cc1
  A: -8 | B: 8 | C: 2 | D: 5 | E: 2.0 | F: -45 | G: -2 | H: -4 | I: 2
Cn1c(N)c(C(=O)COC(=O)c2ccc(Cl)c(S(=O)(=O)N3CCCCC3)c2)c(=O)n(C)c1=O
  A: -10 | B: 37 | C: -1 | D: 0 | E: -0.9 | F: -3 | G: -4 | H: -3 | I: -21
CCOC(=O)c1ccc(N=Cc2nc3ccccc3n2C)cc1
  A: -20 | B: -4 | C: 5 | D: 8 | E: 0.8 | F: 3 | G: 2 | H: 3 | I: -3
O=C(CSc1ccccc1F)NC1CCS(=O)(=O)C1 (configuration not stated)
  A: -10 | B: -3 | C: 1 | D: 3 | E: 0.1 | F: -1 | G: -1 | H: -1 | I: -6
CCCCCN1C(C)=CC(=C(C#N)C#N)C=C1C
  A: -12 | B: -49 | C: 21 | D: -5 | E: 0.3 | F: 2 | G: -3 | H: 2 | I: 5
CC1(C)Cc2c(C#N)c(N3CCN(C(=O)c4ccco4)CC3)nc(-c3ccco3)c2CS1
  A: -10 | B: -7 | C: 17 | D: -1 | E: -0.2 | F: -26 | G: -8 | H: -40 | I: 1
COc1ccc(C(=O)COC(=O)/C=C/c2ccc(S(=O)(=O)Nc3cccc(S(N)(=O)=O)c3)cc2)cc1
  A: 5 | B: -5 | C: 17 | D: -1 | E: 0.6 | F: -40 | G: -2 | H: -5 | I: -12
CSc1ccc(C2C(C#N)=C(N)Oc3c2ccc(=O)c2c(C)oc(C)c32)cc1 (configuration not stated)
  A: -8 | B: -13 | C: 0 | D: 0 | E: -0.1 | F: -39 | G: 4 | H: -10 | I: -23
C=CCNc1nnc(SC2CC(=O)N(c3ccc(OCCC)cc3)C2=O)s1 (configuration not stated)
  A: -13 | B: -7 | C: 1 | D: 4 | E: -0.3 | F: 0 | G: 16 | H: 12 | I: -11
O=C(CCCSc1nc2ccccc2[nH]1)NCc1ccco1
  A: -11 | B: -3 | C: -1 | D: 1 | E: 1.0 | F: 0 | G: -2 | H: 3 | I: -8
Cc1cc(C)cc(NC(=O)C2CCCC2)c1
  A: 8 | B: 0 | C: 3 | D: 3 | E: 0.0 | F: -7 | G: 2 | H: 3 | I: -4
O=C(Nc1ccccc1Cl)N1CCn2c(nc3ccccc32)C1
  A: -15 | B: 7 | C: -21 | D: -7 | E: 0.0 | F: -15 | G: 0 | H: 0 | I: -10
COC(=O)c1cn(NC(=O)C2CCCO2)c(=O)c2ccccc12 (configuration not stated)
  A: -9 | B: -6 | C: -1 | D: -5 | E: -0.2 | F: -8 | G: 1 | H: -5 | I: -1
CC(/C=N/NC(=O)Cn1cnc2c1c(=O)n(C)c(=O)n2C)=C\c1ccco1
  A: -22 | B: -86 | C: 4 | D: 0 | E: 1.1 | F: -5 | G: -1 | H: -6 | I: -7
O=C(NCc1ccc2c(c1)OCO2)c1cc([N+](=O)[O-])ccc1N1CCCCC1
  A: -7 | B: -2 | C: 1 | D: -4 | E: -0.8 | F: -32 | G: -2 | H: 1 | I: -34
COc1cccc(C2[C@H](C)C3(CCN2C)OCCO3)c1 (some centres not stated)
  A: 4 | B: 5 | C: 0 | D: -7 | E: 0.3 | F: -1 | G: 2 | H: -6 | I: 6
c1ccc2c(c1)SCc1nnc(-c3ccncc3)n1-2
  A: -13 | B: -6 | C: 15 | D: 5 | E: 0.7 | F: -3 | G: 2 | H: -5 | I: 2
O=C(COc1ccc(F)cc1)Nc1ccc(-n2cnnn2)cc1
  A: -17 | B: -6 | C: 1 | D: 5 | E: 0.1 | F: -11 | G: 1 | H: -3 | I: -11
CC(C)(C)c1cc(N/C=C\c2nnnn2-c2ccc(Br)cc2)no1
  A: 6 | B: 6 | C: 15 | D: -4 | E: -0.1 | F: -11 | G: 0 | H: -1 | I: -8
Cc1ccc2c(c1)-c1c(cnn1CC(=O)N(Cc1ccco1)C1CCCCC1)CO2
  A: -8 | B: 5 | C: 17 | D: 1 | E: -0.3 | F: -26 | G: -5 | H: 3 | I: 3
CCn1c(C)nc2cc(C(=O)N/N=C(\C)c3ccc(OC)cc3O)ccc21
  A: -91 | B: -10 | C: -39 | D: -6 | E: 0.4 | F: -6 | G: 17 | H: 43 | I: -3
Cc1nc2sc(C(c3cccc(F)c3)N3CCC(C)CC3)c(O)n2n1 (configuration not stated)
  A: 4 | B: 2 | C: 6 | D: -10[fluorescence artefact?] | E: -0.5 | F: 2 | G: 0 | H: -3 | I: -16
Nc1cccc(C(=O)Nc2ccccc2Cl)c1
  A: -22 | B: -4 | C: 1 | D: -5 | E: 1.3 | F: -11 | G: -1 | H: 0 | I: -3
CCN(CC)CCNC(=O)Cc1c(C(=O)O)n(C)c2ccccc12
  A: . | B: 5 | C: -1 | D: -4 | E: -0.5 | F: 15 | G: 0 | H: -5 | I: -17
Cc1ccc2c(c1)N=C(c1ccc(Cl)cc1)CO2
  A: -27 | B: 24 | C: -19 | D: 4 | E: 3.1 | F: -5 | G: 2 | H: -4 | I: -10
COc1ccc(Cc2[nH]n3c(=O)cc(C(C)C)nc3c2-c2ccccc2)cc1
  A: -13 | B: -3 | C: -9 | D: -9 | E: 0.3 | F: -15 | G: -1 | H: 1 | I: 13
O=C(O)Cc1csc(-c2ccc(F)cc2)n1
  A: -8 | B: -4 | C: 20 | D: -6 | E: 4.1 | F: -1 | G: 1 | H: -2 | I: -3
CCOC(=O)c1ccc(NS(=O)(=O)c2ccc3c(c2)oc(=O)n3C)cc1
  A: -7 | B: -7 | C: 18 | D: 1[fluorescence artefact?] | E: 0.3 | F: 3 | G: -1 | H: 1 | I: -2
O=C(NC(=C(Cl)Cl)S(=O)(=O)c1ccc(Cl)cc1)c1ccccc1
  A: 10 | B: -3 | C: -1 | D: 7 | E: -0.8 | F: -18 | G: 0 | H: 1 | I: -18

Random excerpt: 3 compounds from above.
Field names – A = MDM2 E3 inh; B = Tb hexokinase; C = Hck Nef HTS; D = 14-3-3 Bad PPI; E = L929 necroptosis; F = NCF1 inh; G = Runt-CBFb FRET; H = Runt-SMMHC FRET; I = EBV gp42 inh
Cc1nc2sc(C(c3cccc(F)c3)N3CCC(C)CC3)c(O)n2n1 (configuration not stated)
  A: 4 | B: 2 | C: 6 | D: -10[fluorescence artefact?] | E: -0.5 | F: 2 | G: 0 | H: -3 | I: -16
c1ccc2c(c1)SCc1nnc(-c3ccncc3)n1-2
  A: -13 | B: -6 | C: 15 | D: 5 | E: 0.7 | F: -3 | G: 2 | H: -5 | I: 2
Cc1ccc2c(c1)N=C(c1ccc(Cl)cc1)CO2
  A: -27 | B: 24 | C: -19 | D: 4 | E: 3.1 | F: -5 | G: 2 | H: -4 | I: -10

(listing goes on)
Field names – A = MDM2 E3 inh; B = Tb hexokinase; C = Hck Nef HTS; D = 14-3-3 Bad PPI; E = L929 necroptosis; F = NCF1 inh; G = Runt-CBFb FRET; H = Runt-SMMHC FRET; I = EBV gp42 inh
CC(=O)NCC(=O)N1CCCC(C(=O)c2ccc3c4c(cccc24)CC3)C1 (configuration not stated)
  A: -2 | B: -17 | C: 14 | D: -1 | E: 0.4 | F: 0 | G: 0 | H: 18 | I: -16
Cc1c(NC(=O)C23CC4CC(CC(C)(C4)C2)C3)c(=O)n(-c2ccccc2)n1C
  A: -6 | B: -1 | C: -1 | D: 41 | E: -0.1 | F: -10 | G: 0 | H: -1 | I: -4
Cc1noc(C)c1COc1cccc(C(=O)N2CCN(C/C=C/c3ccccc3)CC2)c1
  A: -21 | B: 7 | C: -1 | D: 5 | E: -0.4 | F: -11 | G: -7 | H: -3 | I: -18
Cc1ccc(S(=O)(=O)NCCC(=O)Nc2ccc(Cl)c(Cl)c2)cc1C
  A: -7 | B: 7 | C: 3 | D: 3 | E: 5.9 | F: -3 | G: 0 | H: -1 | I: -6
O=C(/C=C/c1ccc(Cl)cc1Cl)Nc1cccc(S(=O)(=O)NC2=NCCCCC2)c1
  A: -6 | B: 28 | C: 0 | D: -19 | E: 2.7 | F: -18 | G: -7 | H: -4 | I: -17
O=C(NN1CCCCC1)c1ccc(COc2ccc(Cl)cc2)cc1
  A: -7 | B: 1 | C: -6 | D: -18 | E: 1.8 | F: -19 | G: 0 | H: 6 | I: 3
CN(C)CCOC(=O)C12CC3(C)CC(C)(CC(C)(C3)C1)C2
  A: -8 | B: 4 | C: -16 | D: 12 | E: -0.8 | F: -3 | G: -4 | H: -1 | I: -1
O=C(CSc1nccn1-c1ccc(Cl)cc1)NCc1ccc2c(c1)OCO2
  A: -18 | B: 1 | C: -1 | D: 7 | E: 0.2 | F: -8 | G: 1 | H: -2 | I: -10
CSc1cccc(NC(N)=S)c1
  A: -13 | B: 32 | C: 16 | D: -2 | E: 0.0 | F: 4 | G: 0 | H: 1 | I: -1
N#Cc1cn(OCc2ccccc2)c(=O)[nH]c1=O
  A: 3 | B: 6 | C: 3 | D: 4 | E: 0.6 | F: -12 | G: 0 | H: -3 | I: -9
Cc1c(C(=O)N2CC3(CC(c4cccc(NC(=O)CC(c5ccccc5)c5ccccc5)c4)=NO3)C[C@@H]2C(N)=O)cc([N+](=O)[O-])cc1[N+](=O)[O-] (some centres not stated)
  A: -15 | B: -7 | C: 47 | D: 4 | E: 0.2 | F: -12 | G: -7 | H: -2 | I: -18
CCNC(=O)CCSc1nc2cc(Cl)ccc2o1
  A: . | B: 0 | C: -6 | D: -14 | E: . | F: -3 | G: -1 | H: 3 | I: -2
Cc1noc(C)c1CN1C(=O)NC2(CCCCCCC2)C1=O
  A: -8 | B: -7 | C: 1 | D: -4 | E: -0.2 | F: -22 | G: -2 | H: 0 | I: -2
O=C(NCCN1C(=O)S/C(=C\c2ccccc2F)C1=O)C1CCN(S(=O)(=O)c2cccs2)CC1
  A: 5 | B: 30 | C: 5 | D: -20 | E: 0.7 | F: -25 | G: -1 | H: 2 | I: -5
COc1ccc(C2c3c(oc4ccc(Cl)cc4c3=O)C(=O)N2Cc2ccco2)cc1OC (configuration not stated)
  A: -12 | B: -1 | C: -1 | D: 2 | E: 2.1 | F: 10 | G: 1 | H: 2 | I: -25
